# Compound activity as filed in PubChem BioAssay.
# Spn DPM-DC inh: inhibitors of Streptococcus pneumoniae diphosphomevalonate decarboxylase. purified DPM-DC, PK/LDH coupled NADH fluorescence. calls only at 10 µM. 0.49% of 65,000 active;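 active = the 320 compounds with the highest percent inhibition in the single-dose primary screen, excluding strongly autofluorescent ones, cut at about 32% in these data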;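 note: kinetic rate of NADH fluorescence loss reporting ADP formed by the decarboxylase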
# TNAP inhibition: human TNAP enzyme inhibitors, biochemical, luminescent (AID 518); purified TNAP enzyme, luminescent substrate readout; higher % means a stronger effect; 0.09% of 64,000 active; inhibition, % at 20 µM; hits with a dose series show IC50 in µM; in the data active = a potency from the dose series; inactive = the rest, 99 in 100 with inhibition below about 22%;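 note: plate controls were vehicle for no effect and reference inhibitor for full effect; many of its hits are not listed in these tables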
# HT1080 cytotoxicity: HT1080 cell viability loss – fluorescence readout (AID 620); HT1080 viability, fluorescence; higher % means a stronger effect; cytotoxicity, % at 10 µM; hits with a dose series show EC50 in µM; 0.42% of 87,000 active;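 note: cells exposed to compound overnight then 4 h with Alamar Blue; 0% = vehicle DMSO and 100% = killing control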
# MK inhibit: inhibitors of Streptococcus pneumoniae mevalonate kinase | purified MK, PK/LDH-coupled NADH absorbance 340 nm | inhibition, % at 10 µM | 0.48% of 65,000 active;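 active = ranked among the strongest by inhibition in the single 10 µM screen, a fixed top-ranked set picked for dose follow-up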; note: no value below 0 was filed
# HPDE-C7K KRASV12: cytotoxicity in KRAS-transformed pancreatic duct cells, primary screen, cell-based, fluorescence, HTS (AID 431). HPDE-C7K KRASV12 cells, Alamar Blue viability, 48 h; higher % means a stronger effect. cytotoxicity, % at 10 µM, or EC50 in µM where a hit was titrated. 1.7% of 63,000 active;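 active = compounds whose percent cytotoxicity in the single-dose primary screen, scaled between solvent and toxic-drug controls, exceeds 50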;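 note: 0% = DMSO solvent wells and 100% = doxorubicin-treated wells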
# PMK inhibit: S. pneumoniae PMK inhibition | purified PMK, PK/LDH-coupled NADH absorbance 340 nm | inhibition, % at 10 µM | 0.49% of 65,000 active;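 active = top-ranked compounds by inhibition in the single 10 µM screen, taking a fixed number of the strongest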;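 note: 0% = full reaction with DMSO carrier and 100% = background rate without enzyme reaction; no value below 0 was filed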
# HPDE-C7 cytotoxicity: HPDE-C7 pancreatic duct cell viability loss – fluorescence, HTS (AID 430); 1.8% of 63,000 active; HPDE-C7 pancreatic duct cells viability, fluorescence; higher % means a stronger effect; cytotoxicity, % at 10 µM; hits with a dose series show EC50 in µM;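 note: cells exposed to compound for 48 hours before viability readout; 0% = vehicle and 100% = reference cytotoxic drug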
# LYP phosphatase: inhibition of human PTPN22 tyrosine phosphatase – biochemical, DiFMUP fluorescence, recombinant catalytic domain, 10 µM, primary screen (AID 606) | recombinant LYP catalytic domain, DiFMUP fluorescence; higher % means a stronger effect | 52,000 tested, under 10 active | inhibition, % at 10 µM, or IC50 in µM where a hit was titrated;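 active = IC50 under 40 µM in the dose-response test; inactive = IC50 of 40 µM or more, or never dose-tested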
# Bfl-1 inhibitors: Bfl-1 inhibitors, primary screen, biochemical, fluorescence polarization, FITC-Bid, mouse (AID 432); 0.02% of 64,000 active; displacement, % at 20 µM, or IC50 in µM where a hit was titrated; FITC-Bid BH3 peptide fluorescence polarization displacement; higher % means a stronger effect; in the data active = a potency from the dose series; inactive = the rest, 99 in 100 with displacement below about 15%; note: strong numbers were not always called active
# PMK inhibit pilot replicates: second read-out of PMK inhibit, no call of its own (marks repeat the call); inhibition, %; measured here: pilot screen replicates
# MK inhibit pilot replicates: second read-out of MK inhibit, no call of its own (marks repeat the call); inhibition, %; measured here: pilot screen replicates
# Spn DPM-DC inh pilot screen %: second read-out of Spn DPM-DC inh, no call of its own (marks repeat the call); inhibition, %; measured here: pilot screen trials
# * hit, by the source's call; i = inactive; x = not tested or not shown; + = active, no number; [ ] = dose if it differs, or a comment. Cut-off read from the data, not from the text of the source, unless noted: active = cytotoxicity above about 50%; inactive = the rest.
SMILES,Spn DPM-DC inh,TNAP inhibition,HT1080 cytotoxicity,MK inhibit,HPDE-C7K KRASV12,PMK inhibit,HPDE-C7 cytotoxicity,LYP phosphatase,Bfl-1 inhibitors,others
Cc1nc(N2CCN(C(=O)c3ccco3)CC2)c2c3c(sc2n1)CCC3,i,5%,-1%,8,2%,3,8%,-3%,-8%,
COCCCN1C(=O)C(=O)/C(=C(/O)c2ccc(OCC(C)C)cc2)C1c1cccnc1 (stereo not drawn),i,8%,-20%,9,-4%,0,-3%,13%,-10%,
CCOP(=O)(c1ccccc1)c1nc(-c2ccc(F)cc2)oc1N1CCCCC1 (stereo not drawn),i,14%,-13%,12,-31%,7,-9%,x,-3%,
CCN(CC)C(c1ccc(F)cc1)c1nnnn1C1CCCCC1 (stereo not drawn),i,4%,32%,5,-24%,11,-29%,3%,-7%,
Cc1ccc(N2CC(C(=O)NC3CCSC3=O)CC2=O)cc1 (stereo not drawn),i,16%,9%,0,-1%,14,5%,-30%,-2%,
CCCN1C(=O)C(O)(CC(=O)c2ccc3c(c2)OCCO3)c2ccccc21 (stereo not drawn),i,5%,-7%,5,-11%,0,-20%,8%,-8%,
Cn1c(NCc2c[nH]c3ccccc23)nc2ccccc21,i,10%,13%,2,-16%,11,-11%,x,-4%,
CC1CCN(S(=O)(=O)c2cccc(-c3nnc(-c4cccnc4)o3)c2)CC1,i,4%,14%,10,-11%,9,-18%,7%,15%,
CC1=C(C(=O)OC(C)C)C(c2cccs2)n2ncnc2N1 (stereo not drawn),i,8%,2%,8,4%,11,-5%,-2%,2%,
COc1ccc(-n2c(SCC(=O)Nc3ccc4c(c3)OCO4)nc3c(c2=O)SCC3)cc1,i,5%,7%,6,0%,2,9%,0%,4%,
COc1ccccc1C1/C(=C(/O)c2ccc(C)cc2)C(=O)C(=O)N1CCN1CCOCC1 (stereo not drawn),i,4%,-3%,7,-10%,9,1%,8%,-2%,
O=C(Cn1nnc2ccccc2c1=O)NCc1ccco1,i,7%,-11%,0,-7%,12,-5%,7%,-5%,
CNc1nnc(-c2cccc(N(C)C)c2)s1,i[fluoresces],9%,-1%,4,1%,0,-22%,-3%,-5%,PMK inhibit pilot replicates=2.0;MK inhibit pilot replicates=0.5;Spn DPM-DC inh pilot screen %=100
CCC(=O)N1CCN(CCN=Cc2c(O)n(C3CCCCC3)c(=O)n(C3CCCCC3)c2=O)CC1,i,11%,-6%,0,0%,0,7%,-14%,-10%,
CCOC(=O)c1cc2sc(C)cc2n1C(C)C(=O)OCC (stereo not drawn),i,18%,-5%,0,-23%,13,-29%,5%,-1%,PMK inhibit pilot replicates=0.0;MK inhibit pilot replicates=0.0;Spn DPM-DC inh pilot screen %=0.0
CCCCS(=O)(=O)NC1=NCN(CCO)CN1,i,1%,3%,5,-11%,12,-7%,20%,-4%,
O=C(CSc1nnc(Cc2cc(=O)[nH]c(=O)[nH]2)n1-c1ccccc1)N1CCCc2ccccc21,i,1%,-3%,12,-15%,17,-16%,-3%,-5%,
COc1ccc(C(C(=O)NC2CCCC2)N(CCN(C)C)C(=O)c2snc(C(N)=O)c2N)cc1 (stereo not drawn),i,5%,5%,5,-8%,7,-2%,x,5%,
COc1cc(CN2CCC(C(=O)NC3CCCC3)CC2)cc(Br)c1O,i,4%,-7%,1,12%,11,1%,12%,-1%,
Cc1cccc(Cn2c(SCCN3CCOCC3)nc3c2c(=O)n(C)c(=O)n3C)c1,i,7%,0%,0,7%,5,-8%,0%,-2%,
O=C(CN1C(=O)c2cccc3cccc1c23)N1CCN(c2ccccc2)CC1,i,15%,-2%,0,9%,19,0%,3%,-2%,PMK inhibit pilot replicates=8.5;MK inhibit pilot replicates=6.5;Spn DPM-DC inh pilot screen %=6.0
N#CCCn1cnc2ccccc21,i,10%,-6%,5,12%,9,-11%,2%,3%,PMK inhibit pilot replicates=3.0;MK inhibit pilot replicates=9.0;Spn DPM-DC inh pilot screen %=7.0
O=C(NC1CCCC1)C1CC(=O)N(C2CCCCCCC2)C1 (stereo not drawn),i,6%,37%,3,-4%,11,-18%,13%,-5%,
O=C1CC(Nc2ccc(N3CCOCC3)cc2)C(=O)N1c1ccccc1F (stereo not drawn),i,1%,-3%,3,-20%,6,-30%,14%,-4%,
Cc1ccc(S(=O)(=O)N(C)c2ccc(C(=O)N3CCC(C(N)=O)CC3)cc2)cc1,i,4%,-3%,3,-20%,5,-5%,4%,0%,
C=CCn1c(=N)n(CC(=O)O)c2ccccc21,i,5%,-7%,0,-5%,14,-15%,x,-2%,
CCOc1ccc(C(=O)O)cc1OC,+,1%,-1%,1,2%,10,0%,9%,3%,
CN1CCN(C(=O)c2ccccc2-c2nc(-c3ccccc3)no2)CC1,i,14%,8%,6,9%,0,12%,x,-7%,
CCCOc1cccc(C(=O)Nc2cccnc2)c1,i,5%,-8%,9,6%,8,0%,-11%,-5%,
CCOC(=O)N1CCN(C(=O)Cn2nc(-c3ccc(Cl)cc3)ccc2=O)CC1,i,-5%,x,0,-5%,25*,-1%,3%,0%,
CCCCNC(=O)c1cc2c(=O)n3cccc(C)c3nc2n(CCN2CCOCC2)c1=N,x,11%,2%,4,-14%,1,-17%,-1%,5%,
Cc1nc(NS(=O)(=O)c2ccccc2)sc1NC(=O)OCCN(C)C,i,-9%,-8%,0,-21%,0,-11%,15%,-9%,
CCN1CCN(c2nc3c(c(=O)n(C)c(=O)n3C)n2Cc2cccc3ccccc23)CC1,i,12%,1%,4,-2%,3,-4%,x,-4%,PMK inhibit pilot replicates=3.0;MK inhibit pilot replicates=0.0;Spn DPM-DC inh pilot screen %=0.0
CCOc1ccccc1-n1nnnc1SCC(=O)NC(=O)NCc1ccco1,i,9%,-11%,0,2%,20,4%,11%,0%,
CCC(=O)N(Cc1cc2cc(C)c(C)cc2[nH]c1=O)C1CCCCC1,i,4%,-3%,8,-9%,13,-6%,x,0%,
Cc1cc(C)n(C(=O)C2CCCN2S(=O)(=O)c2ccc(Cl)cc2)n1 (stereo not drawn),i,2%,1%,0,-12%,7,-12%,x,-4%,
O=C(OCc1nnc(-c2ccccc2)o1)c1ccc2c(c1)C(=O)N(CCc1ccccc1)C2=O,i,4%,4%,0,3%,14,4%,5%,-10%,
CCOC(=O)c1sc(C)nc1C1CCN(C(=O)OCC)CC1,i,4%,-3%,0,-1%,15,-5%,16%,0%,
Cc1ccc(C)c(N2CCN(c3cc(C)nc4nnnn34)CC2)c1,i,9%,8%,0,3%,7,-10%,-5%,-6%,
CCc1ccc(Cn2nnc(C(=O)Nc3ccc(OC)cc3OC)c2N)cc1,i,12%,-3%,10,-4%,13,-3%,4%,-4%,
O=C(CN(Cc1ccccc1C(F)(F)F)C(=O)CNC(=O)c1ccco1)NC1CCCC1,i,19%,-2%,0,6%,16,13%,x,-5%,
Cc1ccc(C)c(N(C)C(=O)COc2cc(=O)n(C)c3ccccc23)c1,i,-2%,-5%,2,-13%,4,-17%,x,5%,
COc1ccccc1N1CCN(c2nc3ccccc3nc2C(C#N)C(=O)OC(C)C)CC1 (stereo not drawn),i,27%,-18%,2,-5%,15,-9%,0%,-6%,PMK inhibit pilot replicates=0.0;MK inhibit pilot replicates=5.0;Spn DPM-DC inh pilot screen %=0.0
CCOC(=O)c1c(C)nc2cc(C)ccn12,i,4%,-17%,8,0%,0,-10%,-8%,-7%,
COc1ccccc1Nc1ncc(C(=O)N2CCC(C(N)=O)CC2)c2ccccc12,i,1%,-4%,7,-1%,0,-11%,x,-9%,
COCCn1c(SCC(=O)Nc2ccc3c(c2)OCCO3)nnc1-c1c[nH]c2ccccc12,i,9%,5%,5,-4%,8,-14%,-2%,-3%,
CS(=O)(=O)c1ccc2nc(NC(=O)CN3CCN(Cc4ccccc4)CC3)sc2c1,i,6%,x,7,0%,5,-10%,2%,-4%,
O=C(NC1CCCCCC1)c1c(O)c2cccc3c2n(c1=O)CCC3,i,12%,-6%,8,5%,12,-6%,x,-1%,
c1ccc(-n2c(SCc3nc(-c4cccs4)no3)nnc2-c2ccco2)cc1,i,4%,16%,7,0%,8,-1%,-6%,-1%,
Cc1cc(C(=O)Nn2cnnc2)cs1,i,11%,-3%,1,-11%,1,-1%,5%,-6%,
COc1ccc(-c2nnc(SC(C)C#N)o2)cc1 (stereo not drawn),i,10%,10%,0,-5%,0,-4%,2%,-3%,
Cc1ccccc1N(CC(=O)NCCSCc1ccco1)S(C)(=O)=O,i,3%,-3%,11,1%,13,-3%,5%,-5%,
CCCc1nc(SCc2cccnc2)c2c(=O)n(C)c(=O)n(C)c2n1,i,4%,17%,8,4%,0,-2%,11%,10%,
COc1ccc2nc(NC(=O)CSc3nnnn3C3CCCCC3)sc2c1,i,12%,2%,7,-7%,6,-7%,3%,-4%,
COc1ccc(C(CCc2ccc(C)o2)NC(=O)Nc2ccc(OC)cc2OC)cc1 (stereo not drawn),i,8%,-4%,3,-6%,10,-8%,18%,-2%,
COC(=O)c1ccc(C(C(=O)NCc2ccccc2)N(Cc2ccco2)C(=O)c2cnccn2)cc1 (stereo not drawn),i,10%,x,11,12%,12,-8%,10%,-7%,
CCOC(=O)c1ccc(NC(=O)c2nn(CC)cc2Br)cc1,i,4%,10%,11,1%,9,-6%,-4%,0%,
CSc1ccc(NC(=O)N2CC(C)OC(C)C2)cc1 (stereo not drawn),i,5%,3%,0,1%,14,0%,x,-3%,
CCOC(=O)C1=C(C)N=C(/N=C/N(C)C)SC1c1ccccc1 (stereo not drawn),i,7%,-6%,2,2%,24,2%,14%,-6%,
COc1ccc(CNC2=CC(=O)CC(C)(C)C2)cc1,i,6%,-4%,13,14%,0,-19%,5%,-9%,

# 3 compounds drawn at random from the list so far:
SMILES,Spn DPM-DC inh,TNAP inhibition,HT1080 cytotoxicity,MK inhibit,HPDE-C7K KRASV12,PMK inhibit,HPDE-C7 cytotoxicity,LYP phosphatase,Bfl-1 inhibitors,others
CCOC(=O)C1=C(C)N=C(/N=C/N(C)C)SC1c1ccccc1 (stereo not drawn),i,7%,-6%,2,2%,24,2%,14%,-6%,
COc1ccc(CNC2=CC(=O)CC(C)(C)C2)cc1,i,6%,-4%,13,14%,0,-19%,5%,-9%,
COC(=O)c1ccc(C(C(=O)NCc2ccccc2)N(Cc2ccco2)C(=O)c2cnccn2)cc1 (stereo not drawn),i,10%,x,11,12%,12,-8%,10%,-7%,

# Of the compounds above, 2 have a Cl atom.
SMILES,Spn DPM-DC inh,TNAP inhibition,HT1080 cytotoxicity,MK inhibit,HPDE-C7K KRASV12,PMK inhibit,HPDE-C7 cytotoxicity,LYP phosphatase,Bfl-1 inhibitors,others
CCOC(=O)N1CCN(C(=O)Cn2nc(-c3ccc(Cl)cc3)ccc2=O)CC1,i,-5%,x,0,-5%,25*,-1%,3%,0%,
Cc1cc(C)n(C(=O)C2CCCN2S(=O)(=O)c2ccc(Cl)cc2)n1 (stereo not drawn),i,2%,1%,0,-12%,7,-12%,x,-4%,
